High-throughput results from PubChem BioAssay.
Pf Dd2 growth = qHTS Primary assay for Inhibitors of Plasmodium falciparum Dd2 growth in vitro; P. falciparum Dd2 growth, SYBR Green, 72 h; Potency, µM (titrated, usually from 28.9 µM), for the others: top-dose activity, negative = inhibition, hits mostly inhibitors; 4.3% of 120,000 active; active means well fitted inhibition curve with a large enough effect; inconclusive means small, poorly fitted or top-dose-only effect; inactive means no such curve, though single readings can be large or run the other way;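 further: plate controls were DMSO vehicle for no effect and reference drug for full effect; nearly all actives have a fitted effect of over 65% in size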
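Infected erythrocytes (Dd2, 0.3% parasitemia, 2.5% hematocrit final) are added to compound in RPMI-1640/Albumax II medium, grown 72 h at 37C in low oxygen, then lysed with saponin/Triton-X containing SYBR Green and read by fluorescence.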
* marks the source's active call; other numbers are inactive results; i = inactive; ? = inconclusive; [ ] = another dose, or the depositor's remark. Potency means the concentration at half of the fitted maximal effect. An excerpt. The share of hits here may be higher or lower than overall.

SMILES	Pf Dd2 growth
CCOc1ccc(-c2nc(SCC(=O)NCCOC)c(-c3ccc(OC)c(OC)c3)[nH]2)cc1	?
Cc1nnc(-c2cc(-c3ccnn3C)ccn2)n1-c1ccccc1	-2%[44.1 µM]
Cc1ccc2nc(Nc3ccc(Br)cc3)nc(-c3ccccc3)c2c1	?
C=CCN1CC2(CCC1=O)CCN(CC1CCCCO1)CC2 (stereo not given)	-9%
CC(=O)N1c2ccc(S(=O)(=O)N3CCCCCC3)cc2CC1C(=O)NCc1cccc(F)c1 (stereo not given)	-1%
O=C(c1ccc(F)cc1)N1CCC2(CC1)CC(OCC1CC1)CCO2 (stereo not given)	?
O=C(c1ccccc1F)N1CCC2(C1)C(=NC1CCCCC1)NC(=O)N2c1cccnc1 (stereo not given)	13%
COc1ccc(CN2CCn3c(nn(-c4cccc(Cl)c4)c3=O)C2)cc1	-18%
CCOC(=O)c1c(NC(=O)c2cc(=O)c3ccc(C)cc3o2)sc(C)c1C	-14%
CCc1ccc(NC(=O)c2cc(S(=O)(=O)N3CCCC(C)C3)cn2C)cc1 (stereo not given)	?
COc1ccc(-c2onc(C)c2C(=O)N2CCC(Cc3ccc(F)cc3)CC2)cc1	-5%
O=C(NCc1cccc(F)c1)c1c[nH]c2ncccc12	?
COc1ccc(Cn2c(C3CCN(C(=O)Cc4ccccc4Cl)CC3)n[nH]c2=O)cc1	?
Cc1noc(-c2cn(C3CCN(C(=O)c4ccc(C(C)(C)C)cc4)CC3)nn2)n1	?
O=C(Cn1c(=O)n(-c2ccc(Cl)cc2)c(=O)c2oc3ccccc3c21)Nc1ccccc1	?
CS(=O)(=O)N1CCN(C(=O)Nc2ccccc2)C[C@H]1C(=O)N[C@@H](CC1CCCCC1)C(N)=O	-28%
Cc1ccc(C)c(-c2ccc(=O)n(Cc3c(F)cccc3Cl)n2)c1	-15%
COc1nc2ccccc2cc1CN1CCN2C(=O)CN(C)C(=O)C2C1 (stereo not given)	1%
NC(=O)c1nc(CNC(=O)CC(c2ccccc2)c2cccc(Cl)c2)no1 (stereo not given)	-7%
O=C1NCCCCCCN(C(=O)COc2ccccc2)[C@H]2CCC[C@@H]12	-4%
NC(=O)c1cccnc1OC1CCN(C(=O)c2ccoc2)C1 (stereo not given)	-2%
FC(F)(F)c1cccc(-c2ncc[nH]2)c1	?
CCc1ccc(NC(=O)c2sc3nc(C)cc(C)c3c2NC(=O)c2ccccc2OC)cc1	-4%
CCOc1ccc(CCNc2nc(-c3ccccc3)no2)cc1	i
CC(=O)N1C[C@@H]2C[C@H](C1)c1ccc(NC(=O)C3CCCCC3)c(=O)n1C2	14%[44.1 µM]
CNC(=O)c1ccc2c(c1)N=C(C)c1cc(C)ccc1S2	i
O=C(Cn1nc2c(cc1=O)CCCCC2)Nc1cccc2[nH]ccc12	-4%
COc1cccc(-c2cc(C3CCN(C(=O)NCCc4ccccc4)CC3)[nH]n2)c1	i
Clc1ccc(-c2cn3cc(Cc4ccccc4)sc3n2)cc1	21%
O=C(Nc1ccc2c(c1)OCO2)C1CCc2sc(C(=O)N3CCCC3)cc2C1 (stereo not given)	i

Reformatted with each value named: 3 of the compounds above
Compound: CS(=O)(=O)N1CCN(C(=O)Nc2ccccc2)C[C@H]1C(=O)N[C@@H](CC1CCCCC1)C(N)=O
  Pf Dd2 growth = -28%
Compound: Cc1ccc(C)c(-c2ccc(=O)n(Cc3c(F)cccc3Cl)n2)c1
  Pf Dd2 growth = -15%
Compound: COc1nc2ccccc2cc1CN1CCN2C(=O)CN(C)C(=O)C2C1 (stereo not given)
  Pf Dd2 growth = 1%

Next part:
SMILES	Pf Dd2 growth
COc1ccc(N2CCN(c3nc(-c4ccccc4F)nc4ccccc34)CC2)cc1	?
Cc1ccc(NC(=O)/C(C#N)=C/c2cc(C)n(-c3ccc(Br)cc3)c2C)cc1C	19%
O=C1CCN(C(=O)c2ccco2)CCCC(c2nc(-c3ccccc3)no2)CCN1 (stereo not given)	?
Cc1noc(C)c1[S+](=O)([O-])N1CCc2nc(C(C)C)nc(-c3ccc(Cl)cc3)c2CC1	10%
CC(C)c1ccc(CN2CCc3ncc(C(=O)NCCN4CCNC4=O)n3CC2)cc1	?
Cc1ccc(Cn2c(C(=O)NCc3ccccc3Cl)cc3sccc32)cc1	11µM*
O=C(NCc1ccc(F)cc1)c1csc(N2CCN(c3ccccc3F)CC2)n1	i
COc1ccc(NC(=O)NC2CCN(C(=O)N3CC4CC(C3)[C@H]3CCCC(=O)N3C4)CC2)cc1 (stereo not given in full)	13%
CC(C)(C)C(=O)Nc1cccc(C(=O)OCc2cc(=O)n3nc(C4CC4)sc3n2)c1	i
CCOC(=O)c1ccc(NC(=O)c2nc(S(=O)(=O)Cc3ccccc3)ncc2Cl)cc1	-14%
CCCN(Cc1ccco1)C(=O)C1CCC(=O)N(CC2CCCCC2)C1 (stereo not given)	?
Cc1ccc2nc(-c3ccc(NC(=O)COc4ccc(Br)cc4Br)cc3)sc2c1	i
CCCCOc1ccc(CNC(=O)CN2CCSc3ccccc32)cc1	20%
O=C(Nc1ccc([C@@H](O)[C@H]2COCC(=O)N2Cc2ccncc2)cc1)C1CCC1	4%[44.1 µM]
COc1cccc([S+](=O)([O-])N2CCC3(CC2)CC(=O)Nc2ccccc2O3)c1	-10%
COC[C@@H]1CN(C(=O)Cc2ccc(F)cc2)C[C@H]1c1ccncc1	-23%
CN(C)C[C@@H]1CN(S(C)(=O)=O)C[C@H]1NC(=O)c1ccc2ncccc2c1	4%
COc1ccc2[nH]c3c(c2c1)CCNC31CCN(C(=O)c2ccc(OC)c(F)c2)CC1	?
CN(Cc1ccco1)S(=O)(=O)c1nnc(NC(=O)c2cccc(Cl)c2)s1	i
COc1ccc(CN2CCC3(CC2)NC(=O)c2ccccc2O3)cc1	13µM*
CC(=O)N1CCC2(C1)OC(=O)Nc1cnccc12 (stereo not given)	5%[44.1 µM]
Cc1ccc(S(=O)(=O)N2C[C@@H](F)C[C@H]2C(=O)N2CCOCC2)cc1F	14%
CCc1nc(-c2c3n(c(=O)n(CC(=O)c4ccc(Cl)cc4)c2=O)CCCC3)no1	?
O=C(c1ccc(F)c(Cl)c1)N1C[C@@H](CO)[C@H](c2ccncc2)C1	-8%
Cc1ccccc1CC(=O)N1CCC2(CC1)c1nccn1-c1ccccc1CN2C	i[5.79 µM]
O=C(NC1CCCCCC1)c1nnn2cc(-c3ccc(Cl)cc3)[nH]c(=O)c12	i
CN1c2cc(C(=O)N3CCN(c4ccccc4Cl)CC3)ccc2C(=O)N2CCCCC21 (stereo not given)	6.3µM*
CCn1cc(C(=O)N2CCc3cc(S(=O)(=O)NCC4CCCO4)ccc3C2)cn1 (stereo not given)	7%
CN(C)CC(NC1CCC2(CCNCC2)CC1)c1ccccc1 (stereo not given)	-19%
COCCOCc1nc(C2CCN(C(=O)NCC(C)C)CC2)no1	-5%
Cc1ccccc1OCCCCn1c(CCNC(=O)C(C)(C)C)nc2ccccc21	?
C[C@]1(CO)[C@H]2Cc3sc(NC(=O)C4CCC4)nc3[C@@H](CC(=O)NCCN3CCOCC3)[C@]2(C)CC[C@H]1O	-20%
COc1ccc(-c2nc(C3CC3)nc3c2CCN(C(=O)c2ccccc2)CC3)cc1	?
CC1=C[C@@H](CNCc2ccco2)[C@H](C(C)C)C[C@H]1Cc1nnc(-c2ccccc2F)o1	?
Cc1ccc(S(=O)(=O)N(C)CC2CCOCC2)cc1F	-8%
Cn1cc2c3c(cccc31)CN(C(=O)Cc1ccccc1F)CC2	-6%
Cc1ccc(CN2CCC3(CC2)COc2ccccc2C(=O)N3)cc1	?
O=C(NCc1ccccc1)N1Cc2[nH]cnc2C[C@H]1c1nc(-c2ccc3c(c2)OCO3)no1	-19%
Cc1ccc(-n2c(C3CCN(C(=O)c4cc(C)ccc4C)CC3)n[nH]c2=O)cc1	-6%
COc1cccc(C2CC(=O)Nc3cc4c(cc32)OCCO4)c1OC (stereo not given)	?
COc1ccc(S(=O)(=O)NC[C@H]2C[C@@H]3CCN2C[C@@H]3CN2CCN(c3ccccn3)CC2)cc1	?
CN1C[C@@H](NC(=O)NC2CCCCC2)C[C@H]1c1nc(-c2cccnc2)no1	33%[activator][44.1 µM]
COC[C@@H]1CN(C(=O)c2ccc3ccccc3n2)C[C@H]1c1nc(C)no1	16%
Cc1cc(C)cc(C(=O)N2CCC(n3cc(-c4nc(C)no4)nn3)CC2)c1	?
COc1ccc(-c2nc3ccccc3o2)cc1NC(=O)c1ccc(-c2ccc(Br)cc2)o1	31%
O=C1CC2(CCN(CC3CCCCC3)CC2)Oc2ccccc2N1c1ccccc1	i
O=C(NCc1cccc(F)c1)c1nc2c(o1)CCN(Cc1cccc(Cl)c1)CC2	-16%[44.1 µM]
Cc1noc2c(NCCCn3ccnc3)cc(-c3cccs3)nc12	?
O=C1NCCCCCN(C(=O)C2CC2)[C@H]2CCCC[C@@H]12	43%[activator]
COCCNC(=O)CCc1c(C)nn(-c2ccccc2)c1Oc1ccccc1F	i
O=C(NC1CCCN(c2cc(-c3ccccc3)[nH]n2)C1)c1cccc(Br)c1 (stereo not given)	-9%
COC(=O)c1c(Oc2ccc(OC)cc2)nnc(-c2ccccc2)c1-c1ccccc1	4%
CC(C)NC(=O)c1nc(C(C)(C)C)c2ccccn12	-19%[44.1 µM]
CC(=O)N1CCC(C(=O)NC2CCc3n[nH]c(=O)n3CC2)CC1 (stereo not given)	77%[activator]
CCOc1ccc(NC(=O)Cn2c(N3CCOCC3)nc(CC)cc2=O)cc1	i
CC(=O)c1ccc(NC(=O)Cn2c(=O)nc(-c3ccccc3)c3cc(Cl)ccc32)cc1	2%
CCOC(=O)c1scc(-c2ccccc2)c1S(=O)(=O)Nc1ccccc1OC	?
Cc1oc(C(O)c2ccccc2F)nc1C(=O)Nc1ccc2[nH]ccc2c1 (stereo not given)	?
COc1ccc(NC(=O)C2CCN(C(=O)c3sc4nc[nH]c(=O)c4c3C)CC2)c(OC)c1	19%
O=C(NC1CCCCC1)c1ccc(Cn2c(SCc3cccc(F)c3)nc3cccnc32)cc1	?

Structural class: those above with a tert-butyl group
SMILES	Pf Dd2 growth
Cc1noc(-c2cn(C3CCN(C(=O)c4ccc(C(C)(C)C)cc4)CC3)nn2)n1	?
CC(C)(C)C(=O)Nc1cccc(C(=O)OCc2cc(=O)n3nc(C4CC4)sc3n2)c1	i
Cc1ccccc1OCCCCn1c(CCNC(=O)C(C)(C)C)nc2ccccc21	?
CC(C)NC(=O)c1nc(C(C)(C)C)c2ccccn12	-19%[44.1 µM]

In the list so far, these have an aryl thioether with sulfur outside any ring.
SMILES	Pf Dd2 growth
CCOc1ccc(-c2nc(SCC(=O)NCCOC)c(-c3ccc(OC)c(OC)c3)[nH]2)cc1	?
O=C(NC1CCCCC1)c1ccc(Cn2c(SCc3cccc(F)c3)nc3cccnc32)cc1	?

Later entries:
SMILES	Pf Dd2 growth
CCOc1cc(=O)n2c(c1C(=O)NCc1ccc(F)cc1F)CCCC2	8%
CCOc1ccc(CNC(=O)Cn2nc(C)c3sc4ccccc4c3c2=O)cc1	-33%
CCNC(=O)N[C@H]1CC[C@]2(C)CC[C@@H]([C@H](C)C(=O)NCc3ccc(F)cc3)[C@H](O)[C@H]2[C@@H]1C	i
O=C(Cc1cccnc1)N1CCC(N2C(=O)C3(CCCCC3)C2c2ccccc2)CC1 (stereo not given)	?
Cn1c(CNC(=O)C2(Cc3ccccc3)CCCCC(=O)N2)nc2ccccc21 (stereo not given)	?
COc1ccc(NC(=O)N[C@H]2CO[C@H]3[C@@H]2OC[C@@H]3n2nnnc2-c2ccccc2)cc1	i
COCC1CN(C(=O)c2nccn2C)CC12CCNCC2 (stereo not given)	18%
CCOC(=O)C1=C(C)N=C2SC=C(CC(=O)N3CCCC3)N2C1c1cccc(C)c1 (stereo not given)	i
Cc1ccc([S+](=O)([O-])N2CCn3c(nn(-c4ccncc4)c3=O)C2)cc1	-4%
Cc1cc(C(=O)N2CCC3(COc4ncccc4S(=O)(=O)N3)C2)no1 (stereo not given)	-1%
CN(C)C(=O)CN1C(=O)CO[C@H](c2ccc(NS(=O)(=O)Cc3ccccc3)cc2)[C@H]1CO	5%
COc1ccccc1C(=O)Nc1ccc(OCc2cc(=O)n3ccc(C)cc3n2)cc1	6%
Cc1cc(C)n(-c2cccc(CN(C)C(=O)c3cn(Cc4ccc(Cl)cc4)nn3)c2)n1	5%
CCOc1ccccc1NC(=O)C[C@H]1NC(=O)c2ccccc2NC1=O	-8%
Cc1noc(C)c1C(=O)N1CCC2(CC1)CC(N[S+](C)(=O)[O-])c1ccccc12 (stereo not given)	4%
COC(=O)c1ccc2nc(C[C@@H]3C[C@@H](C(C)C)[C@H](CNCc4ccc(NC(C)=O)cc4)C=C3C)[nH]c2c1	-7%
Cc1ccc(C)n1-c1c(C(=O)NCC(C)c2ccccc2)sc2ncccc12 (stereo not given)	-15%
CCn1cc2c3c(cccc31)CN(C(=O)CC(C)(C)C)CC2	-5%
CN1CCC(O)(Cc2nc3c([nH]2)CC(C)(C)CNC3=O)CC1	11%
COc1cccc(N2CCN(c3c4c(nc5nncn35)CCC4)CC2)c1	i
COc1ccc(OC)c(CCNC(=O)c2ccc3[nH]c(C)c(C)c3c2)c1	-18%
CCOCCCNC(=O)N1CC(Oc2cccc(-c3nc(C)no3)c2)C1	5%[5.79 µM]
